High-throughput results deposited in PubChem BioAssay by Sanford-Burnham Center for Chemical Genomics.
EBI2 block: blocks human EBI2 receptor beta-arrestin signaling. P32249. EBI2 beta-arrestin recruitment, luminescence, 7a,25-OHC stimulated. inhibition, % at 5 µM. hit rate 0.81% among 360,000. AID 651636; in the data active = inhibition above about 38%;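 also: enzyme fragment complementation signal reports receptor beta-arrestin coupling in cells; 0% = agonist plus DMSO wells and 100% = wells without agonist; some results beyond the cut were filed as inactive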
Target sequence (P32249 whole entry, looked up, the tested form may be a part): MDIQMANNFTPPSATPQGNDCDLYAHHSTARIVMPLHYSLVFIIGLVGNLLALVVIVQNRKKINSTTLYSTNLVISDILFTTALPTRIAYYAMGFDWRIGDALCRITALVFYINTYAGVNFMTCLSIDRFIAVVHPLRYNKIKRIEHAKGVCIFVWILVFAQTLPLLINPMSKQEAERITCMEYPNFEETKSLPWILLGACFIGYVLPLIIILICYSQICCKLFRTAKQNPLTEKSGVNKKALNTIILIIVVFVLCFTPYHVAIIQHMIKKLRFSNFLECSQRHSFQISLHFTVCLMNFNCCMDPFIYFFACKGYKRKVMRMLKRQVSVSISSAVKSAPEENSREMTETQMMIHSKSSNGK
APOBEC3G inh: blocks human APOBEC3G single-stranded DNA deamination; Q9HC16; hit rate 0.28% among 330,000; inhibition, % at 20 µM; recombinant A3G, ssDNA deamination FAM/TAMRA fluorescence; AID 493012;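 active = inhibition of at least 40% at 20 µM, with no more than 30% in the related APOBEC3A deaminase screen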;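 also: plate controls were DMSO wells with A3G for no effect and wells lacking A3G enzyme for full effect; some compounds called inactive have numbers as strong as hits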
APOBEC3A inh: inhibitors of human APOBEC3A DNA deaminase | inhibition, % at 20 µM | hit rate 0.41% among 330,000 | P31941 | recombinant A3A, FAM/TAMRA ssDNA deamination fluorescence;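 active = at least 40% inhibition at 20 µM here, with at most 30% in a related deaminase screen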;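 also: plate controls were A3A with DMSO for no effect and wells lacking A3A enzyme for full effect; some results filed as inactive read as strong as hits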
Target sequence (P31941 whole entry, looked up): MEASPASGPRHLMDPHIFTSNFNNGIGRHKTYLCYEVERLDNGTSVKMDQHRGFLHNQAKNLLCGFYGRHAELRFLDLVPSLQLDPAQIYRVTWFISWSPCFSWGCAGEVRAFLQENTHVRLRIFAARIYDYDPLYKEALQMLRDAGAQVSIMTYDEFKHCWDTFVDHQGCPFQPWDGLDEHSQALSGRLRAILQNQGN
Gli-Sufu antag: antagonists of Gli-Sufu signaling; AID 588413; inhibition, % at 5 µM; Sufu-KO-LIGHT fibroblasts, Gli luciferase reporter luminescence; hit rate 0.74% among 340,000;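 active = inhibition above about 55%, limit read from the data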;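 also: 0% = DMSO-treated cells and 100% = wells with medium but no cells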
NR3A LBD binder: modulators (binders) of human NR3A ligand-binding domain. hit rate 2.5% among 340,000. AID 1259313. Tm shift relative to glycine control, % at 25 µM. NR3A LBD differential scanning fluorimetry, Tm shift; 0% = protein alone, 100% = glycine-bound protein;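 active = melting temperature shift of at least 10% of the positive control shift, at one fixed dose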
MPTP inh: blocks calcium-induced mitochondrial swelling | isolated mouse mitochondria, Ca2+ swelling absorbance, 30 min | AID 602449 | hit rate 1.4% among 360,000 | inhibition, % at 10 µM;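 active = inhibition of 50% or more, scaled per plate between neutral and stimulator controls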;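 also: 0% = DMSO wells given calcium and 100% = 1 mM EGTA wells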
CXCR6 inh: blocks human CXCR6 beta-arrestin recruitment. O00574. CHO-K1 PathHunter CXCR6 beta-arrestin, luminescence. inhibition, % at 20 µM. hit rate 0.36% among 360,000; in the data active = inhibition above about 34%, passing the limit was not always enough;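 also: antagonist mode with CXCL16 agonist at 10 nM final; 0% = 10 nM CXCL16 with DMSO and 100% = unstimulated wells without agonist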
CCR6 antagonist: CCR6 (human) receptor antagonism; CHO-K1 CCR6 PathHunter beta-arrestin, luminescence, CCL20-stimulated; hit rate 0.49% among 340,000; inhibition, % at 20 µM;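 active = compounds whose inhibition of the agonist-driven luminescence signal at 20 µM reaches about 50%, limit read from the data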;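 also: cells stimulated with CCL20 at 14 nM final; plate controls were DMSO with CCL20 for no effect and DMSO without agonist for full effect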
Target sequence (P51684 whole entry, looked up): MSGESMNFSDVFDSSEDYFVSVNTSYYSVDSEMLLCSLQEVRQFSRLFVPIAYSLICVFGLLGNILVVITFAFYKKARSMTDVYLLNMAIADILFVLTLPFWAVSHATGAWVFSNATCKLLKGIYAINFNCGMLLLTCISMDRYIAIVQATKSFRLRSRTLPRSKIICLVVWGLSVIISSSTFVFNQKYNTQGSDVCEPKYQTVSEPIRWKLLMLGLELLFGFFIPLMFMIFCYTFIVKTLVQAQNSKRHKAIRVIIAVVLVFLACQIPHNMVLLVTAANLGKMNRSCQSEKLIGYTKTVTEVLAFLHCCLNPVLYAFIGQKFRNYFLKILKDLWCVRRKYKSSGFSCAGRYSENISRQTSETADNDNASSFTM
* marks the source's active call; other numbers are inactive results; . = not tested or not shown. Compounds were not picked by outcome; 5.8% or so of the library scored in one or more.

SMILES	EBI2 block	APOBEC3G inh	APOBEC3A inh	Gli-Sufu antag	NR3A LBD binder	MPTP inh	CXCR6 inh	CCR6 antagonist
CS(=O)(=O)c1ccc(Cl)c(NC(=O)c2cccc(N3C(=O)CCC3=O)c2)c1	-4	1	16	-13	0	-0.4	-5	10
O=C(CN1C(=O)S/C(=C/c2cc(Br)cs2)C1=O)N1CCOCC1	-10	-7	-4	3	1	2.6	-3	4
C/C(=N/NC(=O)c1ccc(Br)o1)c1ccc(C)o1	-3	-7	-2	-6	-6	4.0	-5	1
O=C(O)CCSc1nnnn1-c1ccccc1	-11	-6	-16	0	1	2.4	-3	12
COc1ccc(C(C)=O)cc1CSc1nnc(SCc2cc(C(C)=O)ccc2OC)s1	.	0	1	10	-6	.	.	13
COc1cccc(CNCCc2c[nH]c3ccccc23)c1OCc1ccccc1F	9	-5	-6	16	-2	27	1	11
O=C(CSc1ccc(-c2ccccc2)nn1)Nc1ccc2c(c1)OCCO2	3	-3	1	-42	-5	2.1	-14	4
C=CCN1C(=O)/C(=C2/Sc3ccccc3N2C)SC1=Nc1ccccc1C	9	-4	-3	36	2	-1.3	4	0
CCOc1ccccc1NC(=O)CCc1nnc2ccc(NCc3ccco3)nn12	-5	2	4	-2	0	-0.9	-6	-2
CCOC(=O)N1CCC(NC(=O)CSCc2nc(-c3cccc(OC)c3)oc2C)CC1	9	-4	-3	9	2	3.1	-3	4

Three records drawn at random from those above, as already listed:
SMILES	EBI2 block	APOBEC3G inh	APOBEC3A inh	Gli-Sufu antag	NR3A LBD binder	MPTP inh	CXCR6 inh	CCR6 antagonist
O=C(O)CCSc1nnnn1-c1ccccc1	-11	-6	-16	0	1	2.4	-3	12
COc1ccc(C(C)=O)cc1CSc1nnc(SCc2cc(C(C)=O)ccc2OC)s1	.	0	1	10	-6	.	.	13
C/C(=N/NC(=O)c1ccc(Br)o1)c1ccc(C)o1	-3	-7	-2	-6	-6	4.0	-5	1

Continued:
SMILES	EBI2 block	APOBEC3G inh	APOBEC3A inh	Gli-Sufu antag	NR3A LBD binder	MPTP inh	CXCR6 inh	CCR6 antagonist
COc1ccccc1NC(=O)COc1ccc(/C=N/NS(=O)(=O)c2ccc(C)cc2)cc1	5	-4	-5	-10	5	-0.4	-5	10
COCCN(Cc1ccccc1)C(=O)c1cccc(S(=O)(=O)N2CCCc3ccccc32)c1	18	0	-1	6	0	-0.1	7	16
CC(C)(C)OC(=O)N1CCC[C@H]1c1nnc(SCc2c(F)cccc2Cl)o1	7	-8	-5	2	1	0.8	0	7
Cc1ccc(C)c(NC(=O)COc2coc(CN3CCc4ccccc4C3)cc2=O)c1	1	-6	2	22	1	-2.8	-2	16
COc1ccc(CC(=O)Nc2nc3ccccc3[nH]2)cc1	-6	-9	0	-13	1	1.2	-8	-2
Cc1csc(NC(=O)CSc2nnc(-c3ccoc3C)o2)n1	-1	-5	-2	-30	-1	-0.2	2	-7
CSC(=S)N/N=C(\C)c1ccc(Br)cc1	-2	-7	-3	32	-7	0.7	19	45
CC(C)(C)C(=O)NC1CCN(S(=O)(=O)c2ccc(C(F)(F)F)cc2)CC1	-6	-9	-4	6	0	-0.6	-6	-7
CCOC(=O)c1c(-c2ccc(C)o2)csc1NC(=O)CN1CCC(C(N)=O)CC1	-11	-1	-8	9	-3	-2.7	0	7
CCOc1ccc(N(CC(=O)NC2CCCCC2)C(=O)Cn2nnc(-c3ccc(C)o3)n2)cc1	4	-4	-3	-13	0	0.8	0	20
CN1CCN(C(=O)/C(=C/c2cccc([N+](=O)[O-])c2)NC(=O)c2ccccc2)CC1	0	-5	-2	-28	0	-1.1	2	0
Cc1ccc(NC(=S)NNC(=O)c2c([N+](=O)[O-])c(C)nn2C)cc1	-5	-2	13	-11	1	-1.6	11	22
Oc1ccc(C2=NNC(c3ccc(O)cc3)=NN2)cc1	-8	-6	-5	5	1	0.0	0	2
S=c1nc(-c2ccccc2)[nH]c2ccc(Br)cc12	2	-7	-2	5	-5	6.0	42*	30
O=[N+]([O-])c1ccc(-n2nnnc2CN2CCCCC2)cc1	-8	-7	-5	-6	0	1.5	4	-8
CCC(=O)Oc1ccc(-c2cnc3ccccc3n2)cc1	5	8	6	-99	2	0.7	-2	5
On1c(-c2ccc(Cl)cc2Cl)nc2ncccc21	-1	-11	0	24	4	0.2	-22	-4
CC(=O)c1ccc(N2CCN(C(=O)CN3C(=O)NC4(CCCCC4)C3=O)CC2)c(F)c1	-10	-10	4	.	0	-1.7	-5	11
COc1ccc(-c2nc(NC(=O)c3nc4nccc(C)n4n3)sc2C)cc1	3	-6	2	-8	0	0.5	-2	-3
Cc1occc1-c1nnc(SCC(=O)c2ccc(Cl)cc2)n1C	14	-3	0	4	0	-1.7	0	-10

Already shown: an excerpt of the list.
SMILES	EBI2 block	APOBEC3G inh	APOBEC3A inh	Gli-Sufu antag	NR3A LBD binder	MPTP inh	CXCR6 inh	CCR6 antagonist
CCOC(=O)c1c(-c2ccc(C)o2)csc1NC(=O)CN1CCC(C(N)=O)CC1	-11	-1	-8	9	-3	-2.7	0	7
CCOc1ccc(N(CC(=O)NC2CCCCC2)C(=O)Cn2nnc(-c3ccc(C)o3)n2)cc1	4	-4	-3	-13	0	0.8	0	20
CN1CCN(C(=O)/C(=C/c2cccc([N+](=O)[O-])c2)NC(=O)c2ccccc2)CC1	0	-5	-2	-28	0	-1.1	2	0
Cc1ccc(NC(=S)NNC(=O)c2c([N+](=O)[O-])c(C)nn2C)cc1	-5	-2	13	-11	1	-1.6	11	22
Oc1ccc(C2=NNC(c3ccc(O)cc3)=NN2)cc1	-8	-6	-5	5	1	0.0	0	2

Next section
SMILES	EBI2 block	APOBEC3G inh	APOBEC3A inh	Gli-Sufu antag	NR3A LBD binder	MPTP inh	CXCR6 inh	CCR6 antagonist
CC(C)CC(=O)NNC(=S)Nc1ccc(S(N)(=O)=O)cc1	2	16	-2	-2	3	-2.1	13	26
O=C(CSc1nc2ccccc2o1)Nc1nncs1	3	-4	-1	-20	0	-1.6	-8	-2
CCCc1ncc(C(O)(c2ccccc2)c2ccccc2)n1C	0	-7	-4	9	1	-1.8	1	0
Cc1ccc(/C=C2\CCCC3=C2NC(=S)NC3c2ccc(C)cc2)cc1 (centres undefined)	-4	-2	0	2	-4	-9.6	1	20
CC1(C)C(=S)N(Cc2ccccc2)c2ccccc21	11	-6	-1	9	3	0.0	3	12
O=C(CCC(=O)N/N=C/c1cc(Cl)cc(Cl)c1O)NCc1ccccc1	4	1	1	-8	-6	0.4	-1	1
CCN(CC)S(=O)(=O)c1ccc(OC)c(NC(=O)c2ccc3c(c2)OCO3)c1	-9	-5	-1	8	3	-2.2	1	9
CC(C)(C)NS(=O)(=O)c1ccc(CCC(=O)N2CCCCC2)cc1	-6	-4	1	4	-3	1.3	-3	9
O=C(COC(=O)CCC1CCCC1)Nc1ccc(Cl)cn1	-20	-4	2	0	0	-0.6	3	9
c1cnc(N2CCN(c3nc4ccccc4n4cnnc34)CC2)nc1	-1	-2	-1	2	1	-1.0	-2	-14

Just Gli-Sufu antag (2 entries from above):
canonical_smiles,Gli-Sufu antag
CC1(C)C(=S)N(Cc2ccccc2)c2ccccc21,9
Cc1ccc(/C=C2\CCCC3=C2NC(=S)NC3c2ccc(C)cc2)cc1 (centres undefined),2

Later entries
SMILES	EBI2 block	APOBEC3G inh	APOBEC3A inh	Gli-Sufu antag	NR3A LBD binder	MPTP inh	CXCR6 inh	CCR6 antagonist
CC(=O)N1c2ccc(S(=O)(=O)N3CCC(C(=O)N4CCN(c5ccccc5)CC4)CC3)cc2CC1C (centres undefined)	19	1	-1	36	1	0.5	-11	-10
CSc1cccc(NC(=O)Nc2ccccc2C(N)=O)c1	3	-4	0	14	0	0.9	4	2
COc1cccc(NC(=O)C(Sc2nnnn2C)c2ccccc2)c1 (centres undefined)	4	-21	-4	-3	-1	-1.4	1	5
Cc1cc(SCC(=O)OCC(=O)NCc2ccc3c(c2)OCO3)c(C)cc1Br	0	-4	1	-10	-4	3.0	5	2
CCC(C)NC(=O)N[C@@H](Cc1ccccc1)C(=O)O (some centres undefined)	0	-2	1	-5	1	-5.5	2	-3
O=C(O)CCC(=O)Nc1ccc(N2CCCCCC2)cc1	-9	-3	-3	-4	0	0.1	1	-2
O=C(Nc1ccc(C(F)(F)F)cc1)c1cccc(-n2cnnn2)c1	1	-4	-2	7	-5	10	0	6
CCc1ccc2nc(NC(=O)c3ccc4c(=O)[nH]c(CN5CCOCC5)nc4c3)sc2c1	.	-9	0	-38	-7	.	.	9
CCc1ccc(OCC(=O)N2CC(C(N)=O)Oc3ccccc32)cc1 (centres undefined)	0	-7	-1	-2	2	0.8	-6	10
C#CCOCCOCCOCCNc1nc(N2CCN(C(=O)Cn3cc(CCCCN)nn3)CC2)nc(N2CCN(C(=O)Cn3cc(CCCN=C(N)N)nn3)CC2)n1	3	-4	1	-9	1	-1.7	0	3
CC1CCN(S(=O)(=O)c2ccc3c(c2)C(=NO)c2cc(S(=O)(=O)N4CCC(C)CC4)ccc2-3)CC1	-42	8	2	-5	-9	0.0	-9	16
O=C(CN1CCN(C(=O)c2ccco2)CC1)Nc1ccccc1-c1ccccc1	-4	-7	-6	15	-1	-1.7	12	9
CN(C)Cc1ccccc1Sc1ccc(Br)cc1	2	-6	-3	-1	-4	-0.1	-5	14
CC1CCc2c(sc(Nc3nc4c(F)cccc4s3)c2C(N)=O)C1 (centres undefined)	-5	0	-1	1	12*	49	-12	-7
COc1ccc(C(=O)N2CCOC2CNC(=O)C(=O)NCCc2ccccc2OC)cc1 (centres undefined)	-2	9	2	-12	-1	-0.5	11	6
CCOC(=O)C1(CC2CC2)CCN(Cc2ccc3cccc(F)c3n2)CC1	8	-1	1	24	-1	13	-3	16
CN(Cc1ccccc1)C(=O)Cn1c(=O)oc2cc(S(=O)(=O)NCc3ccccc3)ccc21	-2	-8	-2	10	3	1.7	-5	20
COc1cccc2cc(/C(=N/O)c3ccccc3)oc12	14	-13	-4	-10	2	-0.7	12	7
COC(=O)C/C(C)=N/Nc1ccc(S(=O)(=O)N2CCCC2)cc1[N+](=O)[O-]	-11	-1	-1	-3	-1	1.7	-2	16
CCc1ccccc1NC(=O)Cn1nc(C)n2cccc2c1=O	-8	18	2	-13	-1	-1.8	3	1
Clc1ccc(Cc2noc(CN3CCN(c4ccccc4)CC3)n2)c(Cl)c1	9	-5	0	1	2	1.6	0	8
Cc1cc(C(=O)NC(C)C)on1	-8	-4	-3	-2	0	-1.2	-6	-7
O=C(CCc1nnc2n(Cc3ccccc3)c(=O)c3ccccc3n12)NCCN1CCOCC1	-17	1	1	-8	-3	-2.0	8	2
O=C(c1ccccc1OCc1ccc(Cl)cc1)N1CCN(c2ccccn2)CC1	12	-9	-4	4	-1	-0.8	4	19
COC(=O)c1ccc(CNC(=O)COC(=O)c2cccs2)cc1	-5	1	2	3	0	0.6	-2	14
O=C(Nc1cccc(-c2nc3ccccc3[nH]2)c1)c1cccc(NC(=O)c2ccco2)c1	-33	2	5	-13	20*	1.3	1	-13
c1nc(COc2nsnc2N2CCOCC2)cs1	-3	-2	0	-5	-3	-0.1	-6	-2
Cc1cccc(NCC(=O)N/N=C\c2c[nH]c3ccccc23)c1	-4	-7	-4	-17	16*	1.0	-4	4
CCCCCOc1ccc(CSCCNC(=S)Nc2ccccc2)cc1	-12	-6	-3	5	-16	11	-2	-7
CCc1ccc(NC(=O)C(C)OC(=O)c2ccc(N3CCCC3)c([N+](=O)[O-])c2)cc1 (centres undefined)	-11	1	3	-3	-3	5.9	10	24
O=C1NNC(c2ccccc2)=N/C1=C\c1ccc(Cl)cc1	8	-5	-2	5	0	2.9	-7	-1
